ARNT-TACC3 inh: disruptors of ARNT/TACC3 protein interaction, primary screen, biochemical, AlphaScreen, single concentration; inhibition, % at 9.99 µM; AlphaScreen His-ARNT PAS-B/GST-TACC3 binding, luminescence; TACC3 fragment carries E629A point mutation; Transforming acidic coiled-coil-containing protein 3 (Homo sapiens), Q9Y6A5; AID 623870, 2012; 390,000 compounds, 0.66% hits;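 active means mean inhibition of replicates at least 50% and at least half of replicates each reaching 50%; inconclusive means half or more replicates reach 50% but mean below 50%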;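 further: 0% = complete ARNT plus TACC3 wells and 100% = ARNT alone without TACC3; many hits fall short of the cut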
RAD54 inh: inhibitors of human RAD54 branch migration, primary screen, biochemical, fluorescence, single point; DNA repair and recombination protein RAD54-like (Homo sapiens), Q92698; RAD54 Holliday junction branch migration, FAM/BHQ fluorescence; inhibition, % at 10.4 µM; 360,000 compounds, 0.14% hits;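 active means mean normalized replicate activity at least 40 and at least half of replicates scoring 40 or more; inconclusive means only one of the two criteria met; inactive means mean below 40 and under half of replicates reaching 40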;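 further: 0% = median of neutral control wells and 100% = median of positive control wells; inhibitors cause a drop in the FAM fluorescence signal; in these data hits start at about 50%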
Target sequence (Q92698 whole entry, looked up): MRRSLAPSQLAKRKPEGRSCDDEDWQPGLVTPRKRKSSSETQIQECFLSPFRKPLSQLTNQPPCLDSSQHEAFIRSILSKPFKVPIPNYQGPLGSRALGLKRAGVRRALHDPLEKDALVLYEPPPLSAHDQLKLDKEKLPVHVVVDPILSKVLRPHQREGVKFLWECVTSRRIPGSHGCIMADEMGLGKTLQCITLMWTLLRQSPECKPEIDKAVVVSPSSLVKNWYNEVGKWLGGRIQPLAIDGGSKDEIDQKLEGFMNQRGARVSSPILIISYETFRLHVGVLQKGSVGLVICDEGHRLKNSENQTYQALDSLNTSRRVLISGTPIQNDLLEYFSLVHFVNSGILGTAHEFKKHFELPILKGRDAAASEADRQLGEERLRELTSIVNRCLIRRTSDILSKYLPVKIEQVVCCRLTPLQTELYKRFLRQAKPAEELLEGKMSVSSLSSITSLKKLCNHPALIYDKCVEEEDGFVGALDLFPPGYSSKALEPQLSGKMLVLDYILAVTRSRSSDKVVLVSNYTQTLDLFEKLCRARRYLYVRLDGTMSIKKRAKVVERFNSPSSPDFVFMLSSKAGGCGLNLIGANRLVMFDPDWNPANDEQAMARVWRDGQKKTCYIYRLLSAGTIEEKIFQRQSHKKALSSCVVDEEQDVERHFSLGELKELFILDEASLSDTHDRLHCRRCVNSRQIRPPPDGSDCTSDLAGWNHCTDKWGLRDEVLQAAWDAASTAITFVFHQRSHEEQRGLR
esBAF inh: Bmi1 luciferase reporter increase in mESCs, primary screen, esBAF inhibitor project, mouse ES cells, Bmi1 luciferase knock-in, single point | AID 602393, 2012 | 350,000 compounds, 2% hits | 24 h; 100% = twice the neutral-well signal | reporter increase, % at 12.5 µM; in the data active means activation above about 40%; inconclusive means no clear call, values can overlap the other calls;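 further: 0% = median of the plate's neutral control wells and 100% = double that signal; a rise in the Bmi1 reporter signal indicates esBAF inhibition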
* = called active by the depositor; ? = inconclusive. This is a subset (hit frequency here may not be typical).

SMILES	ARNT-TACC3 inh	RAD54 inh	esBAF inh
CCOC(=O)c1c(N)nn(C(=O)C(C)(C)C)c1-c1ccccc1	-1	-7	8
CCOc1ccc(NC(=O)CSc2nnc(-c3ccoc3C)n2CC2CCCO2)cc1 (stereo unspecified)	3	4	4
CN(C)S(=O)(=O)c1ccc(C(=O)OCC(=O)NC(=O)NCc2ccccc2)cc1	-5	5	-1
O=C(CSc1c(Cl)cccc1Cl)N1CCC(c2nc3ccccc3s2)CC1	3	-2	-1
COC(=O)NNC(=O)COc1ccc(Br)c(C)c1	-4	-6	-4
Cc1ccc(CNC(=O)c2nnn(-c3cccc(C)c3)c2N)cc1	-20	6	2
N#Cc1ccc(Cl)cc1NC(=O)COC(=O)c1ccc(S(=O)(=O)N2CCCC2)cc1	-3	4	-5
O=C(Nc1c2c(nn1-c1ccc(Cl)cc1)CS(=O)(=O)C2)c1ccc2c(c1)OCO2	-2	-10	-8
CC[C@@]1(c2ccccc2OC)C(=O)N(C(=O)OC)N1C(=O)OC	-7	1	0
COc1ccc(OC)c(S(=O)(=O)N(C)CC(=O)Nc2ccccc2OC)c1	-2	-6	6
FC(F)(F)c1nc(N2CCCC2)ncc1-c1nnnn1-c1ccccc1	-4	-1	-19
O=C(c1cc2ccccc2oc1=O)N(Cc1cccs1)Cc1ccccc1Cl	0	-9	24
OCCN1CCN(CC(O)COCc2ccc3c(c2)OCO3)CC1 (stereo unspecified)	-5	5	-2
O=C(CSc1nnc(-c2ccccc2)o1)N1CCOCC1	-2	-20	37
CCCNC(=S)Nc1ccc(Nc2ccccc2)cc1	12	8	29
CCn1nc(C(=O)N2CCN(Cc3ccc4c(c3)OCO4)CC2)c2ccccc2c1=O	-11	-7	-3
O=C(c1cccc(S(=O)(=O)N2CCCCC2)c1)N1CCCCC1	3	3	0
O=C(c1ccco1)N1CCN(c2cc(=O)n(C3CCCCC3)c(=O)[nH]2)CC1	-5	-1	-9
CN1CCN(C(=O)c2ccc(-c3nn(C)c(=O)c4ccccc34)cc2)CC1	-8	18	2
Cc1onc(-c2ccccc2Cl)c1C(=O)NCCn1ccc2ccccc21	-1	-8	6
COCc1[nH]nc2c1C(c1ccnc3ccccc13)C(C#N)=C(N)O2 (stereo unspecified)	4	5	-2
Cn1c(SCc2ccccc2F)nc2cccnc21	0	-15	43*
O=C(O)c1cccc2c1C(=O)c1ccc(-c3ccc(F)cc3OCc3ccccc3)cc1S2(=O)=O	11	3	3
O=C(CN1CCN(S(=O)(=O)c2ccc(Cl)cc2)CC1)Nc1ccc(F)cc1F	-3	-4	32
Nc1cc(=O)[nH]c(=S)n1-c1cccc(C(F)(F)F)c1	10	3	-11
CCCCNC(=O)OCC(CC)NC(=O)OCC(C)C (stereo unspecified)	-3	-12	-5
CCC/C(O)=C1\C(=O)CC(C)(C)CC1=Nc1ccc(OC)cc1OC	1	-7	-7
Cc1onc(-c2c(F)cccc2Cl)c1C(=O)NCc1ccccn1	5	2	-3
CCCC(=O)Nc1nnc(S(=O)(=O)N(C)Cc2ccco2)s1	-4	-4	1
Cc1cc(CN2C(=O)c3ccccc3C2=O)on1	-3	-20	-1
COc1ccc(S(=O)(=O)NCC(c2cccnc2)N2CCN(c3ccccc3OC)CC2)cc1C (stereo unspecified)	6	4	-2
COc1cccc(C2CC(=O)NC3=C2C(=O)CCC3)c1 (stereo unspecified)	-14	-6	-3
CCS(=O)(=O)Nc1ccc(-c2nnc(SCC(=O)OC)o2)cc1	-4	-4	6
COc1ccc(NC(=O)c2cccs2)cc1O	0	0	38
CC(C)(C)C1CCc2c(sc(NC(=O)CSc3ncn[nH]3)c2C#N)C1 (stereo unspecified)	3	2	-14
Cc1ccc(N2C(=O)CSC23C(=O)Nc2ccccc23)cc1 (stereo unspecified)	-3	-3	-4
CC(C(N)=O)N1C(=O)C2C3C=CC(C3)C2C1=O (stereo unspecified)	-10	-14	-2
O=C(CCS(=O)(=O)c1ccc(Br)s1)NCc1ccccc1	-1	-5	5
O=c1cc(NCCO)c2ccccc2o1	1	0	-5
C=CCn1c(SCC(=O)NCc2ccccc2)nnc1-c1ccccc1O	-10	-1	3
Cc1ccc(C)c(NC(=S)NCCN2CCOCC2)c1	-7	3	-14
CCN(CC)S(=O)(=O)c1ccc(-c2nnc(SCC(=O)Nc3ccc(OC)cc3)o2)cc1	-8	5	0
CN1c2ccccc2N(C)C1c1ccc2c(c1)OCO2	-2	19	4
C=CCn1c(SCC(=O)NCC2CCCO2)nc2scc(-c3ccco3)c2c1=O (stereo unspecified)	4	-11	-4
Oc1ccccc1C(=S)N1CCCCC1	-5	-11	-4
O=c1c2ccccc2nc(-c2ccccc2)n1CCCN1CCOCC1	-4	6	6
COC(=O)c1ccc(NC(=O)CS(=O)(=O)Cc2ccccc2)cc1	-14	-8	-8
O=C(c1ccccc1)N(Cc1ccc2c(c1)OCO2)Cc1nc2ccccc2c(=O)[nH]1	2	-2	0

17 consecutive entries out of the list so far, quoted:
SMILES	ARNT-TACC3 inh	RAD54 inh	esBAF inh
CCCC(=O)Nc1nnc(S(=O)(=O)N(C)Cc2ccco2)s1	-4	-4	1
Cc1cc(CN2C(=O)c3ccccc3C2=O)on1	-3	-20	-1
COc1ccc(S(=O)(=O)NCC(c2cccnc2)N2CCN(c3ccccc3OC)CC2)cc1C (stereo unspecified)	6	4	-2
COc1cccc(C2CC(=O)NC3=C2C(=O)CCC3)c1 (stereo unspecified)	-14	-6	-3
CCS(=O)(=O)Nc1ccc(-c2nnc(SCC(=O)OC)o2)cc1	-4	-4	6
COc1ccc(NC(=O)c2cccs2)cc1O	0	0	38
CC(C)(C)C1CCc2c(sc(NC(=O)CSc3ncn[nH]3)c2C#N)C1 (stereo unspecified)	3	2	-14
Cc1ccc(N2C(=O)CSC23C(=O)Nc2ccccc23)cc1 (stereo unspecified)	-3	-3	-4
CC(C(N)=O)N1C(=O)C2C3C=CC(C3)C2C1=O (stereo unspecified)	-10	-14	-2
O=C(CCS(=O)(=O)c1ccc(Br)s1)NCc1ccccc1	-1	-5	5
O=c1cc(NCCO)c2ccccc2o1	1	0	-5
C=CCn1c(SCC(=O)NCc2ccccc2)nnc1-c1ccccc1O	-10	-1	3
Cc1ccc(C)c(NC(=S)NCCN2CCOCC2)c1	-7	3	-14
CCN(CC)S(=O)(=O)c1ccc(-c2nnc(SCC(=O)Nc3ccc(OC)cc3)o2)cc1	-8	5	0
CN1c2ccccc2N(C)C1c1ccc2c(c1)OCO2	-2	19	4
C=CCn1c(SCC(=O)NCC2CCCO2)nc2scc(-c3ccco3)c2c1=O (stereo unspecified)	4	-11	-4
Oc1ccccc1C(=S)N1CCCCC1	-5	-11	-4

More compounds.
SMILES	ARNT-TACC3 inh	RAD54 inh	esBAF inh
COc1ccccc1Oc1nc2c(c(=O)n(Cc3ccccc3F)c(=O)n2C)n1C	4	1	-2
COc1cccc(/C(C)=N/NC(=O)c2ccc(N(C)C)cc2)c1	1	13	53*
CCCc1nc2ccccc2c(=O)n1/N=C/c1ccccc1O	57*	12	5
C=CCSc1nnc(CSc2nc3sc4c(c3c(=O)[nH]2)CCCC4)n1-c1ccccc1	-2	-4	12
Cn1c(N2CCCCC2)nc2c1c(=O)[nH]c(=O)n2C	4	-3	1
CCc1ccc(C(=O)CSc2n[nH]c(C)n2)cc1	-4	5	0
CCOC(=O)c1c(NC(=O)CSc2nnc(-c3ccccc3C)n2C)sc(C(C)=O)c1C	2	5	-33
CCOc1ccc2c(C)c(Cl)c(=O)oc2c1	-2	-5	7
COc1ccc(/C=N/NC(=O)CCCC(=O)NC2CCCCC2)cc1	-5	0	-7
COc1ccccc1NC(=O)CN1CCCCC1	-8	-16	-5
CCN(c1ccc(OC)cc1)S(=O)(=O)c1nnc(NC(=O)c2ccc(C)cc2)s1	-3	6	-4
CC(C)(C)NC(=O)Cn1nnc(-c2ccccc2NC(=O)c2cnccn2)n1	-7	-6	9
NC(=O)Cn1c(=O)n(CCc2ccccc2)c(=O)c2c3c(sc21)CCCC3	8	-5	-4
N#Cc1ccc2ccn(CC(=O)N3CCCc4ccccc43)c2c1	-15	7	-2
O=C(O)C1CCCCN1S(=O)(=O)c1ccccc1 (stereo unspecified)	-8	2	-7
N=c1c2c(-c3ccccc3)c(-c3ccccc3)n(Cc3ccco3)c2ncn1CCN1CCOCC1	4	-10	-6
O=C(Nc1ccccc1)NC1(C(=O)NCc2ccco2)CCCCC1	-6	-7	6
CCn1nnnc1SCC(=O)N1CCOCC1	-7	5	0
O=C(CCc1ccccc1)Nc1nc2ccc(S(=O)(=O)N3CCOCC3)cc2s1	-5	3	0
CC1CCN(CCCNC(=O)c2n[nH]c(=O)c3ccccc23)CC1	-2	4	4
O=C(Nc1cccc(C(=O)N2CCOCC2)c1)c1ncn[nH]1	37	-2	-1
O=C(/C=C/c1cccs1)c1cc(Br)ccc1OC(=O)N1CCOCC1	13	-3	-2
COc1ccc(CNC(=O)C(c2ccco2)N(Cc2cccs2)C(=O)Cc2cccs2)cc1 (stereo unspecified)	-5	1	3
O=C(OCc1ccc(COC(=O)c2ccccn2)cc1)c1ccccn1	-12	-1	-7
COC(=O)C1C(c2ccccc2)C(C(=O)N2CCN(C)CC2)C1c1ccccc1 (stereo unspecified)	-1	-16	6
COCCn1c(-c2ccc(OC)cc2)cnc1SCC(=O)Nc1cc(C)on1	-9	0	16
COc1cc(C)ccc1OCCCON1C(=O)CCC1=O	-1	-6	4
COC(=O)CSc1nc2cc(Cl)ccc2c(=O)n1C1CCCC1	5	1	-3
C/C(=N\NC(=O)c1nn(C)cc1Br)c1cccc(NC(=O)C(C)(C)C)c1	6	-6	32
COc1ccccc1CNC(=O)COC(=O)c1ccc(NC(N)=O)cc1	-6	-7	-2
c1coc(C2Nc3ccccc3C3OCCC23)c1 (stereo unspecified)	-2	9	17
Cc1ccc(C(C)NC(=O)c2cc(C)oc2C)cc1 (stereo unspecified)	1	6	-6
Cc1ccc(CNC(=O)c2cccc(S(C)(=O)=O)c2)cc1	-4	10	-12
COc1ccc(-c2csc(NC(=O)C3CCCO3)n2)cc1 (stereo unspecified)	5	9	38
COc1ccc2[nH]c(=O)c(CN(Cc3ccc(C)cc3)Cc3nnnn3CC3CCCO3)cc2c1 (stereo unspecified)	-15	-7	2
COc1ccc(CNC(=O)CSc2nnc(-c3ccc(NC(C)=O)cc3)n2C)cc1	2	0	-1
CCOC(=O)c1cnc(Nc2nc3ccccc3o2)nc1CN1CCN(C)CC1	55*	15	20
CCOC(=O)CCP(=O)(O)C(O)c1ccccc1 (stereo unspecified)	-11	-13	-3
COc1ccc(Nc2nnc(Cc3ccccc3)c(=O)[nH]2)c(OC)c1	-2	5	-17
COc1cc(CO)cc(-c2cc(CO)cc(OC)c2OC)c1OC	-6	-4	-1
Cn1ccnc1C(O)(c1nnc(-c2ccccc2)o1)C(F)(F)F (stereo unspecified)	5	-9	3
CCCc1cc(=O)[nH]c(SCCOc2ccc(Cl)cc2)n1	-10	-3	-5
O=C(Nc1ccccc1)N1CCSc2cc(Cl)ccc21	9	4	19
COC(=O)c1ccc(Sc2ccccc2NS(=O)(=O)c2ccc(NC(C)=O)cc2)nc1	-3	8	10
CCOc1ccc(-c2nc(S(=O)(=O)c3ccccc3)c(NCc3cccnc3)o2)cc1	-2	0	-1
COc1ccc(NC(=O)CSc2nnc(-c3cccnc3)o2)cc1	24	6	1
Cc1cccc(OC(=O)C2C(c3ccccc3)C(C(=O)O)C2c2ccccc2)c1 (stereo unspecified)	15	-16	-1
COc1ccc2[nH]c3c(N4CCN(Cc5ccc6c(c5)OCO6)CC4)ncnc3c2c1	12	14	-18
CC(C)OC(=O)CSc1nnc(-c2ccncc2)n1N	-2	-5	0
CCC(=O)Nc1c(C)nn(C(=O)CC)c1C	-2	4	-12
Cc1ccc(C(=O)Nc2ccc(Br)c(C(F)(F)F)c2)cc1	-3	-2	74*
NC(=O)c1c(N)sc(=S)n1CC1CCCO1 (stereo unspecified)	0	5	0
CCOC(=O)C1=CN(c2cccc(F)c2)C=C(C(=O)OCC)C1c1cc(OC)c(O)c([N+](=O)[O-])c1	-1	1	-2
O=C(NCc1ccco1)c1nn(-c2ccccc2)c(=O)c2ccccc12	-3	-5	-2
COc1ccc(S(=O)(=O)N(CCCN2CCCC2=O)Cc2cc3cc(C)c(C)cc3[nH]c2=O)cc1	-1	-1	11
CC(C)(C)C(=O)N1CCN(c2ccc([N+](=O)[O-])cc2Cl)CC1	4	5	?

3 entries already listed, sorted by the value under esBAF inh, smallest number first:
canonical_smiles	esBAF inh
COC(=O)NNC(=O)COc1ccc(Br)c(C)c1	-4
COc1ccccc1Oc1nc2c(c(=O)n(Cc3ccccc3F)c(=O)n2C)n1C	-2
O=C(O)c1cccc2c1C(=O)c1ccc(-c3ccc(F)cc3OCc3ccccc3)cc1S2(=O)=O	3

Screens from PubChem BioAssay.
